# CF NFkB inh – blocks PAF-induced NF-kB reporter in cystic fibrosis cells; KKLEB NF-kB-GFP reporter, GFP fluorescence overnight; inhibition, % at 5 µM; hit rate 0.86% among 360,000; AID 588850;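 active = at least 50% inhibition at 5 µM, scaled per plate between neutral and stimulator controls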;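 also: PAF is a Pseudomonas aeruginosa culture filtrate used as stimulus; plate controls were PAF-stimulated DMSO wells for no effect and unstimulated DMSO wells for full effect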
# C8 TRAIL sens – sensitizes caspase-8 expressing cells to TRAIL. inhibition (viability loss, TRAIL sensitization), % at 10 µM. NB7+C8 cells + TRAIL, ATPlite viability luminescence. AID 624354. hit rate 1% among 360,000;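 active = compounds causing at least 50% loss of cell viability in the single-dose screen, relative to plate controls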
# NCOA3 inh – inhibits human SRC3 coactivator | HEK293 GAL4-SRC3 luciferase reporter, luminescence | hit rate 0.17% among 360,000 | AID 588352 | inhibition, % at 3.6 µM;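 active = inhibition above a per-campaign cutoff, the mean of all compounds plus 3 SD, cut at about 60% in these data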;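 also: 0% = DMSO-treated cells and 100% = gossypol-treated cells at 36 µM; higher means less SRC3-driven luciferase light from the GAL4 reporter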
# NR2F2 inh – blocks human COUP-TFII nuclear receptor; HEK293T NGFI-A luciferase reporter, luminescence; inhibition, % at 8.6 µM; hit rate 0.7% among 370,000; AID 686940;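 active = inhibition above a per-plate cutoff, mean inhibition of test wells between control levels plus 3 SD, cut at about 38% in these data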;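 also: cells cotransfected with COUP-TFII expression vector driving the NGFI-A reporter; 0% = median of COUP-TF2 test wells and 100% = reporter-only cells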
# Target sequence (P24468 whole entry, looked up): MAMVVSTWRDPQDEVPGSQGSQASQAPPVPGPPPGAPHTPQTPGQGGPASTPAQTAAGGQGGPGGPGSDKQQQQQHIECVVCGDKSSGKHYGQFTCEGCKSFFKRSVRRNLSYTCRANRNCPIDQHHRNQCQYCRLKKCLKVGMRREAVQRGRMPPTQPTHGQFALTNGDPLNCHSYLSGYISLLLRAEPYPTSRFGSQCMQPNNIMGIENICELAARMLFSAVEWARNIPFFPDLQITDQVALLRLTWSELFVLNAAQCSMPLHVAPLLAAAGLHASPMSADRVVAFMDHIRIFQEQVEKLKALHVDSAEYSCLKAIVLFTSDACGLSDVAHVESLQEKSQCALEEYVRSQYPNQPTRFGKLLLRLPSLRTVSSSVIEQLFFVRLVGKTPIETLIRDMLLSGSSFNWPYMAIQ
# NR5A2 inv ag – inverse agonists of human LRH-1 (NR5A2) | HEK293T StAR-luciferase reporter, LRH-1 transfected, 24 h | O00482 | hit rate 0.13% among 360,000 | inhibition, % at 3.6 µM;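 active = inhibition above the mean inhibition of all tested compounds plus 3 SD, cut at about 73% in these data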;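 also: 0% = DMSO wells and 100% = reporter-only cells lacking LRH-1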
# Target sequence (O00482 whole entry, looked up): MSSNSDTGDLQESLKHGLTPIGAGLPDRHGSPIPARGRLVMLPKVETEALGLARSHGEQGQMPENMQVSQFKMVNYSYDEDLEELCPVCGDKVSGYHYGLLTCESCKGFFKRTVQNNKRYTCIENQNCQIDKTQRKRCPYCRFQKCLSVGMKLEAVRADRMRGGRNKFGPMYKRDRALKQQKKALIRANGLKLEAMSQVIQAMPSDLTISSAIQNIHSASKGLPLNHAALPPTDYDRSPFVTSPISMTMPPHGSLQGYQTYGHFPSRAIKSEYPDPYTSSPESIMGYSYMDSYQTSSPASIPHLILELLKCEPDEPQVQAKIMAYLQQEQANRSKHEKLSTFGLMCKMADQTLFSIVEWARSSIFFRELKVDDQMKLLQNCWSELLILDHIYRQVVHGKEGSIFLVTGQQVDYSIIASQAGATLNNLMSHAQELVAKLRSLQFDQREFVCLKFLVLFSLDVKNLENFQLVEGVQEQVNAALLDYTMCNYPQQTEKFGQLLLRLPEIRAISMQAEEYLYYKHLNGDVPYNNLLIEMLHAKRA
# Shn3 3UTR inh – Schnurri-3 reporter inhibition in Clone20 osteoblasts | Clone20 osteoblast Shn3 3'UTR firefly luciferase, 24 h | inhibition, % at 12.5 µM | hit rate 0.52% among 360,000 | AID 588674;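 active = mean inhibition of at least 75% with every replicate also reaching 75%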;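 also: 0% = median of neutral control wells and 100% = pilot-screen positive control compound; some compounds past the cut are filed as inactive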
# TWEAK Fn14 block – blocks TWEAK-Fn14 interaction in a reporter cell assay | TWEAK-stimulated Fn14 reporter cells, luciferase luminescence, 8 h | inhibition, % at 10 µM | hit rate 2% among 360,000 | AID 1159606; in the data active = inhibition above about 50%
# TROY NFkB inh – inhibitors of TROY-dependent NF-kB signaling; inhibition, % at 10 µM; hit rate 0.98% among 360,000; AID 1347056; Q293 LMP1-TROYcd NF-kB luciferase reporter, 4 h;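 active = compounds whose plate-normalised and pattern-corrected inhibition of the luciferase reporter signal at the single screening dose is 50% or more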
# LMP1 NFkB inh – reduces LMP1-driven NF-kappaB luciferase signal; LMP1-induced NF-kappaB luciferase reporter cells, luminescence; inhibition, % at 12.5 µM; hit rate 0.69% among 350,000; AID 504558; in the data active = inhibition above about 41%;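 also: 0% = neutral control wells and 100% = reference inhibitor control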
# KKLEB cytotox – CF airway cell cytotoxicity counter-screen. activity change (cytotoxicity), % at 5 µM. hit rate 0.36% among 360,000. KKLEB CF airway cells viability, ATPlite luminescence, overnight; active compounds read low; cells stimulated with P. aeruginosa culture filtrate;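 active = corrected activity change at or below -50% at 5 µM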
# NCOA1 inh – inhibitors of human steroid receptor coactivator 1 (SRC1). HEK293 GAL4-SRC1 luciferase reporter, luminescence. hit rate 0.12% among 360,000. Q15788. inhibition, % at 3.6 µM;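 active = inhibition above the campaign mean plus 3 SD, with each screening campaign given its own cutoff, cut at about 60% in these data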;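 also: 0% = DMSO treated cells and 100% = gossypol at 36 µM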
# An asterisk follows results filed as active; x = not tested or not shown; & = joins results of further samples.
# The first five records, to show the layout:
item	molecule	CF NFkB inh	C8 TRAIL sens	NCOA3 inh	NR2F2 inh	NR5A2 inv ag	Shn3 3UTR inh
1	O=C1C2CCCN2C(c2ccncc2)N1c1ccc(Cl)c(Cl)c1 (stereo not drawn)	-32	5	-11	-1	9	-2
2	COc1cc(OC)c2c(c1)O[C@@H](c1ccc(OC)c(OC)c1)[C@H](O)C2	12	-14	-26	-18	-7	-2
3	Cc1cc(OCC(=O)NCc2ccncc2)c2c3c(c(=O)oc2c1)CCCC3	-1	-5	-6	-9	39	6
4	CCC1C(c2ccccc2)NC(c2ccccc2)CC1(O)c1ccc(F)cc1 (stereo not drawn)	17	-2	13	-4	9	13
5	CC(C)c1ccc(N2C(=O)NC(=O)/C(=C/c3cnc(-c4ccccc4)nc3)C2=O)cc1	5	-3	3	1	-45	-6

item	TWEAK Fn14 block	TROY NFkB inh	LMP1 NFkB inh	KKLEB cytotox	NCOA1 inh
1	1	-2	-4	2	-2
2	-16	-21	-10	0	-34
3	10	-5	1	-15	-27
4	5	15	7	4	5
5	14	0	0	5	-30

# Main list, from the first entry:
item	molecule	CF NFkB inh	C8 TRAIL sens	NCOA3 inh	NR2F2 inh	NR5A2 inv ag	Shn3 3UTR inh
1	O=C1C2CCCN2C(c2ccncc2)N1c1ccc(Cl)c(Cl)c1 (stereo not drawn)	-32	5	-11	-1	9	-2
2	COc1cc(OC)c2c(c1)O[C@@H](c1ccc(OC)c(OC)c1)[C@H](O)C2	12	-14	-26	-18	-7	-2
3	Cc1cc(OCC(=O)NCc2ccncc2)c2c3c(c(=O)oc2c1)CCCC3	-1	-5	-6	-9	39	6
4	CCC1C(c2ccccc2)NC(c2ccccc2)CC1(O)c1ccc(F)cc1 (stereo not drawn)	17	-2	13	-4	9	13
5	CC(C)c1ccc(N2C(=O)NC(=O)/C(=C/c3cnc(-c4ccccc4)nc3)C2=O)cc1	5	-3	3	1	-45	-6
6	COc1ccc(CCNCc2ccccc2)cc1	1	5	-8	6	-6	9
7	C[C@]12CCC3C(CC[C@H]4C[C@H](N)CC[C@]34C)C1CC[C@H]2O (stereo partly drawn)	8	-3	4	11	14	4
8	CCC(=Nc1ccc2c(c1)CCC2)c1c(O)n(-c2ccc(OC)cc2)c(=O)[nH]c1=O	12	-14	20	12	-6	23
9	O=C(c1ccc(Cl)cc1)C1CCCN(C2CCSCC2)C1 (stereo not drawn)	0	7	12	0	-23	-19
10	COc1ccc(S(=O)(=O)N2CCOCC2)cc1NC(=O)COC(=O)Cc1ccccc1	-4	3	7	-13	2	-1
11	COc1ccc(CCC(=O)NCCc2cnc[nH]2)cc1	18	3	0	-3	5	-17
12	COc1ccc2[nH]cc(CCN(C)C)c2c1	-2	-9	11	11	14	-33
13	O=C(O)C(Cc1cnc[nH]1)NS(=O)(=O)c1ccc(Br)cc1 (stereo not drawn)	-15	1	-6	-21	16	-3
14	O=C1NC(=S)N(c2ccc(F)cc2)C(=O)/C1=C\c1ccoc1	3	-7	3	x	-6	5
15	N#CC1c2ccccc2-n2nncc2CN1S(=O)(=O)c1ccc(Cl)cc1 (stereo not drawn)	-32	-15	13	-25	17	-1

item	TWEAK Fn14 block	TROY NFkB inh	LMP1 NFkB inh	KKLEB cytotox	NCOA1 inh
1	1	-2	-4	2	-2
2	-16	-21	-10	0	-34
3	10	-5	1	-15	-27
4	5	15	7	4	5
5	14	0	0	5	-30
6	-3	-4	3	-4	-2
7	-24	-3	-2	-10	-33
8	-6	11	-4	-7	-5
9	-3	-12	-57	-9	-9
10	-14	-15	0	5	-8
11	-31	2	-4	6	3
12	-15	0	-9	13	-7
13	12	2	-4	-4	-35
14	-1	-12	-7	-3	-23
15	2	-8	3	-5	1

# Continued:
item	molecule	CF NFkB inh	C8 TRAIL sens	NCOA3 inh	NR2F2 inh	NR5A2 inv ag	Shn3 3UTR inh
16	COc1ccccc1OCC(=O)N1CCN(Cc2ccc3c(c2)OCO3)CC1	-13	24	9	10	8	-1
17	COc1cccc(N2C(=O)NC(=O)/C(=C\c3cn(C)c4ccccc34)C2=O)c1	-18	3	-1	1	-9	6
18	OC(c1ccncc1)(c1ccc(F)cc1)c1ccc(F)cc1	8	2	9	1	-6	0
19	COP(=O)(Cc1ccc(C#N)o1)OC	4	-13	0	-17	14	4
20	CCOc1cc(C2C(C#N)=C(N)Oc3c2c(=O)oc2ccccc32)ccc1OC(=O)c1cccs1 (stereo not drawn)	9	-6	3	3	-14	1
21	O=C(c1ccccc1[N+](=O)[O-])N1CCC2(CC1)OCCO2	-3	-6	-3	4	20	-8
22	Cc1ccn2nc(S(=O)(=O)Nc3c(F)cccc3F)nc2n1	5	7	-9	-3	1	68
23	CCN1CCN(Cc2ccc(C)cc2)CC1	12	-1	10	-4	20	-4
24	C[C@]12CCC3C(CC[C@H]4C[C@@H](O)CC[C@]34C)C1C/C(=N/O)[C@@H]2O (stereo partly drawn)	14	5	-11	-2	18	-3
25	OC(Cn1c2ccccc2c2ccccc21)C[n+]1ccccc1 (stereo not drawn)	10	-9	-9	-9	20	-3
26	COc1ccc(NP2(=O)NCCCN2)cc1	5	-3	-22	-14	-6	11
27	CCCCn1c(=O)c(C(=O)Nc2ccccc2)c(O)c2ccccc21	-1	5	-4	15	22	30
28	C=CCn1c(O)c(/C=C/C=Nc2ccccc2)c(=O)[nH]c1=O	11	4	9	-22	-10	-26
29	CC/C(=N\Nc1cccc2ccccc12)c1c(O)[nH]c(=O)[nH]c1=O	8	-5	-9	10	-7	9
30	CC(C)CCN1CCN(Cc2c(F)cccc2Cl)CC1CCO (stereo not drawn)	-11	2	15	6	-3	17

item	TWEAK Fn14 block	TROY NFkB inh	LMP1 NFkB inh	KKLEB cytotox	NCOA1 inh
16	-13	1	-1	19	3
17	-39	-3	-2	-9	-1
18	24	8	1	-8	12
19	-1	-3	-2	-3	3
20	7	25	1	2	-11
21	1	7	0	-4	-6
22	-6	1	-3	14	1
23	7	3	4	1	-8
24	-26	-5	10	5	-14
25	-14	5	-4	2	4
26	-1	-2	0	11	-15
27	-8	-18	4	-11	12
28	-20	-12	0	-11	7
29	-3	24	2	-4	-3
30	-9	-5	14	1	7

# Remaining list, next part:
item	molecule	CF NFkB inh	C8 TRAIL sens	NCOA3 inh	NR2F2 inh	NR5A2 inv ag	Shn3 3UTR inh
31	Cc1nn(Cc2ccc(Cl)cc2Cl)c(Cl)c1C(=O)Nc1ccc(OC(F)F)cc1	-7	-2	5	-3	9	30
32	CCOC(=O)C1=C(N)Oc2cc(C)oc(=O)c2C12C(=O)N1c3c(cccc32)C(C)=CC1(C)C (stereo not drawn)	2	-3	2	-3	8	11
33	CC(=NCc1ccc2c(c1)OCO2)c1c(O)n(-c2ccccc2)c(=O)[nH]c1=O	-7	-17	36	-26	23	22
34	COC(=O)C1=C(c2c(C)noc2C)C[C@@H]2CC[C@H]1N2C(=O)NCCOc1ccc(OC)cc1	-16	5	-8	-1	0	-1
35	COC(=O)NC(=C(Cl)Cl)P(=O)(c1ccccc1)c1ccccc1	2	-2	17	-25	19	-5
36	CCNC(=S)N1CCn2cccc2C1c1cccnc1 (stereo not drawn)	-3	-11	17	-9	-4	-8
37	O=C(c1ccc2c(c1)ncn2C1CCCCCC1)N1CCC2(CC1)OCCO2	10	0	5	-11	0	7
38	COc1cc2nc(CN3CC=C(c4ccccc4)CC3)[nH]c(=O)c2cc1OC	69*	19	41	-5	69	-72
39	CCC(=O)N1N=C2C3CCN(CC3)C2C1c1ccc(C)cc1 (stereo not drawn)	29	7	-2	-4	4	1
40	ClCCOCCCl	14	14	-19	-4	-6	-4
41	Cc1cc(C)c(C2=NOC(O)(C(F)(F)F)C2)c(=O)[nH]1 (stereo not drawn)	8	-8	10	11	0	12
42	O=C(Nc1ccc(Cl)c(Cl)c1)c1ccco1	-14	16	-75	-60	-77	-39
43	c1coc(CNCCc2c[nH]c3ccccc23)c1	-13	0	9	8	11	-2
44	COC(=O)C1=C(c2ccc(OC)c(OC)c2)C[C@@H]2CC[C@H]1N2C(=O)NCC1CC1	0	-8	21	-15	-13	-14
45	N#CCCn1cc(C(=O)Nc2ccccc2Cl)c(-c2ccc([N+](=O)[O-])cc2)n1	-1	-5	1	0	48	-25

item	TWEAK Fn14 block	TROY NFkB inh	LMP1 NFkB inh	KKLEB cytotox	NCOA1 inh
31	-4	17	7	18	-3
32	6	11	3	-10	-3
33	-4	3	-2	16	17
34	7	-11	2	3	-3
35	-9	-15	4	5	5
36	9	0	-7	0	15
37	22	-9	1	5	-7
38	-19	-1	-358	-7	-12
39	-7	-13	-2	-10	-19
40	-23	-10	-5	-2	-18
41	5	-1	-6	2	0
42	6	-93	-14	15	-66
43	-23	1	-6	2	10
44	9	4	-1	-12	-3
45	10	3	-7	0	-4

# (cont.)
item	molecule	CF NFkB inh	C8 TRAIL sens	NCOA3 inh	NR2F2 inh	NR5A2 inv ag	Shn3 3UTR inh
46	CS(=O)(=O)N1Cc2ccccc2-n2nncc2C1	5	-2	-19	-13	4	-2
47	CC(=O)Nc1ccc(S(=O)(=O)N2Cc3cnnn3-c3ccccc3C2C#N)cc1 (stereo not drawn)	-7	-1	1	-9	16	-3
48	CCCC/C(C)=C/[C@@H](NP(=O)(c1ccccc1)c1ccccc1)c1ccccc1	18	5	-7	14	17	35
49	Cc1ccc(N=C(/N=C(\N)N[N+](=O)[O-])Nc2ccc(C)cc2)cc1	-11	-9	34	3	-4	-9
50	CN1CC[C@@]2(C)c3cc(O)ccc3N(C)[C@@H]12	40&28	11&4	-3&-52	8&-88	-9&28	35&-16
51	CC(C)OC(=O)C1C(=O)NC2(C)CC1c1ccccc1O2 (stereo not drawn)	4	-16	0	-7	15	-10
52	CCC(C)n1c(O)c(/C=N/Nc2nc3c(c(=O)n(C)c(=O)n3C)n2C)c(=O)[nH]c1=S (stereo not drawn)	5	7	1	-2	-7	5
53	C=CCn1c(O)c(C(C)=NCc2ccco2)c(=O)[nH]c1=O	-39	-1	3	-30	19	3

item	TWEAK Fn14 block	TROY NFkB inh	LMP1 NFkB inh	KKLEB cytotox	NCOA1 inh
46	6	-9	3	0	-9
47	1	-3	1	-7	-2
48	25	24	-4	2	9
49	-26	-23	2	-7	-7
50	-2&-4	0&7	4&1	8&-6	0&0
51	-4	7	3	-8	-11
52	9	17	-8	-14	-1
53	13	-8	0	-14	-4

# Whole records from above. Values in the order: CF NFkB inh	C8 TRAIL sens	NCOA3 inh	NR2F2 inh	NR5A2 inv ag	Shn3 3UTR inh	TWEAK Fn14 block	TROY NFkB inh	LMP1 NFkB inh	KKLEB cytotox	NCOA1 inh
# CCC(C)n1c(O)c(/C=N/Nc2nc3c(c(=O)n(C)c(=O)n3C)n2C)c(=O)[nH]c1=S (stereo not drawn) in the list: 5	7	1	-2	-7	5	9	17	-8	-14	-1
# CC(C)OC(=O)C1C(=O)NC2(C)CC1c1ccccc1O2 (stereo not drawn) in the list: 4	-16	0	-7	15	-10	-4	7	3	-8	-11

# This is a subset, so the mix of outcomes need not match the whole.
